Gal4-VP16 FLuc: counter-screen for ROR gamma inhibitors: Gal4-VP16 reporter | Drosophila S2 Gal4-VP16 UAS-luciferase, luminescence, 20 h | 310,000 tested, 3.5% active | Potency, µM (highest dose often 53.6 µM), for the others: at the highest dose activity, negative = inhibition, hits mostly inhibitors;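 note: Gal4-VP16 expression switched on by copper sulfate through the metallothionein promoter; potency is the fitted concentration of half-maximal effect; % is set by controls: 0 for no effect and ±100 for the full control effect; nearly all actives have a fitted effect of over 50% in size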
FLuc modulator: firefly luciferase modulation, counter-screen for miR-21 project; purified FLuc, Km substrates, luminescence inhibition; Potency, µM (top dose mostly 57.5 µM), for the others: at the highest dose activity change, negative = inhibition, most hits filed as inhibitors; 360,000 tested, 6.9% active; AID 588342;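 note: potency is the fitted concentration of half-maximal effect; plate controls were vehicle for no effect and reference inhibitor for full effect; nearly all actives have a fitted effect of over 55% in size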
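Purified P. pyralis luciferase, 10 nM final, with Km-level 10 uM D-luciferin and 10 uM ATP in 50 mM Tris acetate pH 7.5, 10 mM Mg acetate, 0.01% Tween-20, 0.05% BSA; 6-point qHTS titration about 60 µM downward; luminescence read.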
p53 reactivator: re-activators of mutant p53; Potency, µM (doses to about 92.2 µM), without a hit: top-dose activity change, positive = activation, actives largely listed as activators; H1299 p53-A138V BP100-luciferase reporter, luminescence, 24 h; AID 504706; 320,000 tested, 0.063% active; note: potency is the fitted concentration of half-maximal effect; % of control where 0% means no effect; nearly all actives have a fitted effect of over 45% in size
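H1299 (p53-null), stable ts p53-A138V + BP100-Luc; 1000 cells/well, Opti-MEM/10% FBS; cpd 4 pt, 1:5; 24 h, 37 deg C, 5% CO2; detection reagent 10 min RT; luminescence.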
RORgamma inh: ROR gamma (mouse) transcription inhibition; P51450; Drosophila S2 Gal4-RORgamma UAS-luciferase reporter, 20 h; 310,000 tested, 5.4% active; AID 2551; Potency, µM (highest dose often 53.6 µM), inactives show at the top dose activity change, negative = inhibition, usual class: inhibitors; note: potency is the fitted concentration of half-maximal effect; % is set by controls: 0 for no effect and ±100 for the full control effect; nearly all actives have a fitted effect of over 60% in size
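Stable Schneider cell line, Gal4 DNA-binding domain fused to ROR gamma, UAS-luciferase. Cmpd 1 hr RT → CuSO4 700 uM final → 20 hr RT → luciferase reagent 10 min → luminescence.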
BRCA1 expr up: activators of BRCA1 expression; Potency, µM (top dose mostly 46.1 µM), for inactives: at the highest dose activation, most hits filed as activators; 380,000 tested, 1.1% active; MCF7-BRCA1-FFLuc reporter, luminescence, 48 h; response scale: scaled: vehicle 0%, 10 µM genistein 100%; note: potency is the fitted concentration of half-maximal effect; nearly all actives have a fitted effect of over 80% in size; some results filed as inactive show a strong effect at the top dose
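Quantitative HTS in MCF7 cells stably reporting BRCA1 expression via firefly luciferase. Compound treatment lasts 48 h at 37 °C in phenol-red free MEM. Activation is expressed relative to genistein at 10 microM and DMSO.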
Rab9 prom act: Rab9 promoter activation; Potency, µM (top dose mostly 9.22 µM), for the others: at the top dose activation, negative = inhibition, hits mostly activators; 320,000 tested, 2.8% active; Huh7 Rab9 promoter-luciferase reporter, luminescence, 24 h; note: potency is the fitted concentration of half-maximal effect; % of control where 0% means no effect; nearly all actives have a fitted effect of over 60% in size
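Steps: seed 1500 Huh7 Rab9-luc cells per well, rest 2 h at 37 °C; add compound in DMSO; incubate 24 h; add luciferase reagent, 10 min ambient; read luminescence.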
NPC1 prom act: activates the NPC1 promoter; 320,000 tested, 2.4% active; Potency, µM (highest dose often 9.22 µM), inactives show at the top dose activation, actives largely listed as activators; Huh7 NPC1 promoter luciferase reporter, 24 h;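 note: potency is the fitted concentration of half-maximal effect; % of control where 0% means no effect; nearly all actives have a fitted effect of over 60% in size; reporter is driven by a mutant NPC1 promoter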
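In 1536-well qHTS, Huh7 cells harboring an NPC1 promoter–luciferase construct received compound for 24 h; activation was quantified by luminescence following luciferase reagent addition.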
Giardia kill: Giardia lamblia killing. activity change, % at 7.66 µM, hits read low. Giardia lamblia trophozoite viability. 340,000 tested, 0.15% active; in the data active = activity change below about -80%; inconclusive = between about -30% and that limit;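 note: parasites exposed to compound for two days anaerobically before the ATP read; % is set by controls: 0 for no effect and ±100 for the full control effect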
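Each well holds 100 Giardia trophozoites and compound. After two days (48 hrs) at 37 deg C in anaerobic conditions, ATP is quantified by luminescence.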
ELG1 genotox: inducers of genotoxicity in HEK293T ELG1-luciferase cells; HEK293T ELG1-luciferase reporter, luminescence, 16 h; Potency, µM (titrated, usually from 46 µM), inactives show at the top dose activity change, positive = activation, most hits filed as activators; 330,000 tested, 1.3% active; note: potency is the fitted concentration of half-maximal effect; % of control where 0% means no effect; nearly all actives have a fitted effect of over 60% in size
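Step 1: seed 2,000 HEK293T ELG1-luciferase cells per well. Step 2: add compound or DMSO, incubate 16 hr at 37 °C. Step 3: ONE-Glo, 30 min at room temperature, read luminescence.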
Menin-MLL TR inh: displaces Texas Red mutant MLL peptide from human menin | Potency, µM (top dose mostly 61.6 µM), inactives show at the highest dose FP activity change, negative = inhibition, most hits filed as inhibitors | Menin + Texas Red MLL mutant peptide, fluorescence polarization | AID 1768 | 270,000 tested, 0.23% active; active = well fitted inhibition curve with a large enough effect in the polarisation, with a control signal flat, not every such curve was filed as active; inconclusive = small, poorly fitted or top-dose-only effect, or effect the other way, or a change in a side signal; inactive = no such curve, though single readings can be large or run the other way; the % refers to the polarisation; note: potency is the fitted concentration of half-maximal effect; % of control where 0% means no effect; many of its hits are not listed in these tables
Target sequence (O00255 whole entry, looked up): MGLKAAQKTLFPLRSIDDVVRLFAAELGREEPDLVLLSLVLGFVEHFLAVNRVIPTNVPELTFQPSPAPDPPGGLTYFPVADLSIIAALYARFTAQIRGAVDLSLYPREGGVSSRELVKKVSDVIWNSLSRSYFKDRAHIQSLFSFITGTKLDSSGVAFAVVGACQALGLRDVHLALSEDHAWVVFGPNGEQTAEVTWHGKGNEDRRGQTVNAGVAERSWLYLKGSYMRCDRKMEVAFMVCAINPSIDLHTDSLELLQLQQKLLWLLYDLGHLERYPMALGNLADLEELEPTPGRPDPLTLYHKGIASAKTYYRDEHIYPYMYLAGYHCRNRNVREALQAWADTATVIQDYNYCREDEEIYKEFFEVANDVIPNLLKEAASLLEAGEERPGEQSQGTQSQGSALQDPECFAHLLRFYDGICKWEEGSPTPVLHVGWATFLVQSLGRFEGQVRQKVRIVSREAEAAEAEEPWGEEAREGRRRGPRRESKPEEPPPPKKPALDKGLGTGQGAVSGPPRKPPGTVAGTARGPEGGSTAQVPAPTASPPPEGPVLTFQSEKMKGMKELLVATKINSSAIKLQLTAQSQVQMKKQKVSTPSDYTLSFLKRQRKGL
PKM2 activator: activators of human pyruvate kinase M2; Potency, µM (doses to about 57.5 µM), without a hit: at the top dose activation, hits mostly activators; 260,000 tested, 0.34% active; purified PKM2, Kinase-Glo ATP luminescence, activation; response scale: 0% is enzyme alone, no compound; P14618; note: potency is the fitted concentration of half-maximal effect; % is set by controls: 0 for no effect and ±100 for the full control effect; nearly all actives have a fitted effect of over 55% in size
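Kinase-Glo luminescence reports ATP generated from ADP (0.1 mM) and PEP (0.5 mM) by purified hPK-M2 after 1 h at room temperature, pH 7.2 imidazole buffer; intermediate enzyme activity allows detecting inhibitors and activators.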
* marks the source's active call; other numbers are inactive results; ? = inconclusive; . = not tested or not shown; [ ] = another dose, or the depositor's remark. Unless noted, calls come from the whole dose curve; as a rule, active = well fitted curve in the direction sought with a large enough effect; inconclusive = small, poorly fitted or top-dose-only effect, or another doubt; inactive = no such curve, though single readings can be large; an effect the other way counts as inactive or inconclusive. This is a subset. The share of hits here may be higher or lower than overall.

Molecule,Gal4-VP16 FLuc,RORgamma inh,Rab9 prom act,p53 reactivator,ELG1 genotox,NPC1 prom act,FLuc modulator,BRCA1 expr up,Menin-MLL TR inh,PKM2 activator,Giardia kill
CCC(NC(=O)c1ccc(C#CC2(O)CCCCC2)cc1)C(=O)O (stereo not drawn),-17.6%,-29.5%,1.6%,-5.6%,-4.2%,9.4%,-7.6%,1.5%,-7.6%,-16.9%,6.1
Cc1sc(NC(=O)c2ccccc2)c(C(c2ccc(Cl)cc2)N2CCN(CCO)CC2)c1C (stereo not drawn),22.4µM*,?,-2.8%,-14.8%,-8.1%,-1.9%,1.6%,-76.9%,-18.5%,-6.2%,-9.8
CC(=O)Nc1ccc(S(=O)(=O)N2CCn3cccc3C2C)cc1 (stereo not drawn),.,.,0.3%,-2.1%,-0.4%,13.9%,-1.3%,-1.2%,.,.,-1.2
Cc1cc(C(=O)N2CCN(c3ncccn3)CC2)cs1,-3.3%,7.2%,-2.8%,-3.8%,-2.4%,-3.4%,5.3%,1.2%,-19.9%,0.7%,11.7
O=C(O)c1cc2cc(OCc3ccccc3)ccc2[nH]1,8.1%,40.0%,10.4%,2.5%,12.0%,5.2%,19µM*,-0.6%,-1.2%,0.1%,-4.9
Cc1cccc(C)c1NC(=O)c1cc2c(=O)c3ccccc3oc2nc1C(F)(F)F,-13.6%,7.7%,-0.7%,10.5%,-1.7%,-1.9%,4.8%,-11.1%,3.5%,1.9%,8.5
CCOC(=O)c1cccc(NC(=O)c2ccc(N(C)C)cc2)c1,-5.9%,21.4%,0.282µM*,?,7.5%,0.398µM*,1.69µM*,-43.5%,-0.2%,-9.6%,-17.6
COCc1nnc(SCC(=O)Nc2cccc(Cl)c2C)n1-c1ccccc1,-8.5%,14.1%,8.7%,-2.2%,-2.3%,-2.3%,1.6%,11.4%,-2.9%,-4.2%,20.8
Cc1nn(CC(=O)O)c(C)c1C,-12.7%,14.3%,4.2%,-9.9%,5.9%,12.0%,-3.5%,5.0%,1.7%,-1.5%,11.3
O=C(Nc1ccc(O)cc1)C1CC=CCC1 (stereo not drawn),-4.3%,-21.2%,-11.6%,2.8%,-0.2%,-3.6%,3.2%,13.0%,?,2.5%,7.8
CCOC(=O)c1sc(NC(=O)c2ccc(OC)cc2)nc1C,2.9%,-21.6%,0.8%,-6.1%,?,-38.8%[inhibitor],?,115.9%,21.4%,-18.8%,-4.2
C=CCC1NS(=O)(=O)O[C@H](CCCC)[C@@H]1O (stereo partly drawn),-0.4%,9.5%,0.8%,.,1.4%,2.6%,-0.6%,2.0%,-6.8%,-4.6%,10.7
CN(C(=O)CSc1ncnc2sccc12)c1c(N)n(Cc2ccccc2)c(=O)[nH]c1=O,-1.2%,5.0%,1.7%,-3.5%,-2.2%,-1.4%,4.2%,-2.5%,.,0.8%,-24.6
COc1ccccc1NC(=O)C(=O)/C=C(\O)c1ccccc1,?,?,20.6%,8.7%,-4.4%,27.1%,-16.3%,2.82µM*,.,-0.7%,-27.2
CC1=NN(c2ccccc2)C(=O)C1C(=O)c1ccccc1 (stereo not drawn),?,?,-3.3%,?,-4.5%,-1.0%,-12.8%,-15.6%,-29.9%,?,-15.6
O=C(O)c1ccc(C2SCC(=O)N2Cc2ccccc2)cc1 (stereo not drawn),-5.4%,-24.5%,-12.6%,-1.0%,0.7%,-1.1%,-2.0%,33.5%,-8.5%,-5.7%,-4.8
CCOC(=O)C1CCCN(C(=O)c2cc3cc(OC)c(OC)cc3[nH]2)C1 (stereo not drawn),17.9%,9.4%,5.8%,10.7%,-2.2%,-0.7%,-1.6%,2.5%,0.5%,.,-16.3
COc1ccc(C(=O)Nc2ccccc2C(=O)N/N=C/c2ccc(O)c(OC)c2)cc1,0.316µM*,0.199µM*,-0.5%,-19.8%,-12.2%,-21.2%,0.012µM*,-87.7%[inhibitor],?,-44.0%,-2.7
CC(C)OC(=O)C(C)Oc1ccc(C(=O)NCCc2ccccc2)cc1 (stereo not drawn),12.3%,26.7%,4.9%,26.6%,?,-3.2%,?,8.2%,-29.9%,0.6%,0.0
Cc1ccc(-c2cc(C(=O)Nc3ccc(S(=O)(=O)Nc4ncccn4)cc3)c3ccccc3n2)cc1,-9.8%,?,-5.8%,-13.4%,10.3%,-0.7%,6.75µM*,5.7%,?,-2.8%,18.9
COc1cccc(-c2nc(NC(C)(C)C)c3ccccc3n2)c1O,?,?,7.4%,19.5%,-7.4%,0.2%,-3.0%,-37.5%,?,-2.0%,-24.3
Cc1cccc(NC2=C(Cl)C(=O)OC2OC(C)C)c1 (stereo not drawn),28.8%,-3.9%,-5.5%,-1.7%,-1.4%,0.0%,-1.7%,-6.3%,16.7%,-0.6%,-9.1
Cc1ccc(-c2csc(NCCn3c(-c4ccncc4)nc4ccccc43)n2)cc1,-8.2%,-11.6%,3.1%,.,-13.9%,-6.6%,4.6%,-24.8%,?,5.4%,11.9
CC(Nc1ccccc1N1CCCCC1)C(=O)N1CCc2ccccc21 (stereo not drawn),3.9%,19.5%,-0.6%,8.9%,-5.4%,-4.9%,-4.8%,-30.4%,-20.0%,5.1%,9.6
CCn1cc(C(=O)NC2CC(C)(C)Cc3c2cnn3-c2cccc(F)c2)cn1 (stereo not drawn),?,?,2.5%,-7.9%,7.4%,-3.5%,3.0%,-13.5%,.,-1.3%,7.1
CC(C)C(Nc1ccc(S(=O)(=O)N2CCOCC2)cc1[N+](=O)[O-])C(=O)O (stereo not drawn),-3.3%,2.4%,-0.8%,1.7%,0.5%,-3.3%,0.1%,-7.6%,0.3%,2.4%,5.3
Cc1ccn2c(NC(=O)c3ccccc3)c(-c3cccs3)nc2c1,6.7%,-1.1%,3.3%,6.9%,-0.2%,-1.2%,-16.3%,31.0%,16.3%,5.4%,-4.5
COc1ccc(Cn2nnnc2C(c2cc(OC)ccc2OC)N2CCC(C(N)=O)CC2)cc1 (stereo not drawn),13.1%,?,0.1%,-33.4%[inhibitor],-3.5%,2.9%,8.9%,0.9%,-16.8%,5.9%,23.3
CCOc1ccc(/C=N/NC(=O)C(C)Sc2ccccn2)cc1OCC (stereo not drawn),2.5%,-12.8%,2.2%,-3.9%,-3.3%,-0.2%,-1.4%,-1.8%,-13.7%,4.3%,-11.5
CCOC(=O)c1cnc(SCC(=O)Nc2ccc(NC(C)=O)c(OC)c2)nc1N,-3.9%,25.8%,-5.8%,-2.1%,5.7%,-0.7%,2.7%,0.3%,-16.7%,-2.1%,-15.1
CCOC(=O)C12CNC(=O)C(C(=O)OCC)(CNC1=O)C2,1.9%,22.3%,-3.8%,1.2%,1.9%,-4.1%,0.3%,5.7%,4.6%,-4.2%,13.5
Cc1ccc2nc(Cl)c(C3CC(c4ccco4)=NN3C(=O)CCCC(=O)O)cc2c1 (stereo not drawn),1.2%,-4.6%,-0.5%,-2.6%,0.2%,-3.1%,3.1%,23.6%,.,5.7%,9.4
CS(=O)(=O)c1ccc(C(=O)NNC(=O)c2ccccc2-n2cccc2)cc1,.,.,-3.9%,5.0%,2.4%,-4.0%,-1.6%,7.2%,.,.,-9.3
CCN(CCN1CCCC1)C(=O)C1CCC(=O)N(CCCN2CCOCC2)C1 (stereo not drawn),-1.6%,?,1.7%,13.2%,0.0%,-3.2%,1.2%,-5.4%,-8.7%,-3.2%,7.2
Cc1[nH]n(C(N)=S)c(=O)c1N=Nc1ccccc1C(F)(F)F,2.51µM*,0.316µM*,4.1%,12.5%,-6.8%,-4.2%,?,13.5%,?,.,?

Screening data: PubChem BioAssay, National Center for Advancing Translational Sciences (NCATS)
